Screening results: PubChem BioAssay, National Center for Advancing Translational Sciences (NCATS)
hERG WT inh: blocks the wildtype human KCNH2 potassium channel | Q12809 | U2OS, BacMam KCNH2, thallium flux FluxOr; hits give low values | activity change, % at 1.84 µM | hit rate 0.37% among 340,000;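 active means maximum activity change below -70%; inconclusive means maximum activity change between -70% and -50%; inactive means maximum activity change above -50%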; further: on the % scale 0 is the no-effect control and ±100 the full control effect
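U2OS cells were transduced with wild-type KCNH2 virus (2.03 x 10^8 / mL) for 4 h at room temperature, then cultured overnight at 37 C. Thallium flux was read with FluxOr dye. Rate constants were normalized to DMSO controls.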
Eya2 inh: inhibitors of human Eya2 phosphatase activity; O00167; recombinant Eya2, OMFP fluorescence dephosphorylation (OMFP is methylfluorescein phosphate); Potency, µM (top dose mostly 76.9 µM), for the others: at the highest dose activity, negative = inhibition, most hits filed as inhibitors; hit rate 0.006% among 330,000; further: potency means the concentration at half of the fitted maximal effect; on the % scale 0 is the no-effect control and ±100 the full control effect
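Eya2 protein (added as 0.2 uM solution) was preincubated with compound for 10 min at ambient temperature in 50 mM HEPES pH 7.5, 50 mM NaCl, 5 uM MgCl2, 0.05% BSA, 1 mM DTT. OMFP (added at 50 uM) then reacted 10 min; fluorescence read at 485/525 nm.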
Menin-MLL TR inh: menin-MLL binding inhibition, Texas Red mutant peptide | hit rate 0.23% among 270,000 | Potency, µM (titrated, usually from 61.6 µM), for the others: at the top dose FP activity change, negative = inhibition, hits mostly inhibitors | Menin + Texas Red MLL mutant peptide, fluorescence polarization | O00255; active means well fitted inhibition curve with a large enough effect in the polarisation, with a control signal flat, not every such curve was filed as active; inconclusive means small, poorly fitted or top-dose-only effect, or effect the other way, or a change in a side signal; inactive means no such curve, though single readings can be large or run the other way; the % refers to the polarisation; further: potency means the concentration at half of the fitted maximal effect; % of control where 0% means no effect; many of its hits are not listed in these tables
GALK inhibitor: blocks human galactokinase activity. Purified GALK, Kinase-Glo residual ATP luminescence. Potency, µM (series often up to 57.5 µM), without a hit: top-dose activity change, negative = inhibition, usual class: inhibitors. hit rate 0.007% among 270,000; further: potency means the concentration at half of the fitted maximal effect; on the % scale 0 is the no-effect control and ±100 the full control effect
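Quantitative HTS: GALK 5 nM, ATP 35 uM, galactose 100 uM, 1 h room temperature, then luciferase-based ATP detection.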
TSHR antagonist: antagonists of human thyroid stimulating hormone receptor | TSHR-expressing cells, TSH-stimulated cAMP HTRF, 2 h; hits give low values | activity change, negative = inhibition, % at 11.5 µM | hit rate 0.2% among 330,000 | AID 504810;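 active means activity change below a set negative limit, meaning inhibition stronger than a set level, cut at about -70% in these data; inconclusive means activity change between two set negative limits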; further: on the % scale 0 is the no-effect control and ±100 the full control effect
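Competitive HTRF cAMP read-out (cryptate anti-cAMP antibody, cAMP-d2; 30 min, room temperature) in freshly harvested TSHR cells. Compounds added before TSH at EC80 (4nM final), followed by 2 hours' incubation at 37 deg C.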
MBNL1 CUG block: MBNL1-poly(CUG) RNA binding inhibition; Q9NR56; TR-FRET MBNL1-His/biotin-(CUG)12 binding, 665/545 ratio; Potency, µM (titrated, usually from 57.5 µM), for the others: at the highest dose activity change, negative = inhibition, hits mostly inhibitors; hit rate 0.036% among 280,000; AID 2675; active means well fitted inhibition curve with a large enough effect in the signal ratio, with a control signal flat, not every such curve was filed as active; inconclusive means small, poorly fitted or top-dose-only effect, or effect the other way, or a change in a side signal; inactive means no such curve, though single readings can be large or run the other way; the % refers to the signal ratio; further: potency means the concentration at half of the fitted maximal effect; on the % scale 0 is the no-effect control and ±100 the full control effect
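MBNL1-His + Biotin-(CUG)12, cpd titration 92 nM–58 uM; Tb anti-His Ab 0.055 ng/ul, SA-XL665 5 nM (final); 60 min RT; ratiometric 665/545 nm, Ex 340 nm; normalized to buffer and full-complex controls.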
ASM inhibitor: inhibitors of human secretory acid sphingomyelinase; placental ASM, HMU-PC fluorogenic substrate, 60 min; Potency, µM (top dose mostly 57.5 µM), without a hit: at the top dose activity change, negative = inhibition, hits mostly inhibitors; hit rate 0.006% among 340,000; further: potency means the concentration at half of the fitted maximal effect
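Steps: dispense placental human ASM, pin compound, wait 10 min at room temperature, add HMU-PC0 substrate at 9 uM final, incubate 60 min at 37 °C, add stop solution raising pH to 10, read fluorescence.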
USP2a inh: inhibitors of human ubiquitin-specific protease USP2a; O75604; USP2 core, Ub-CHOP2 coupled fluorogenic reporter, 485/531; Potency, µM (doses to about 38.3 µM), for inactives: at the top dose activity change, negative = inhibition, usual class: inhibitors; hit rate 0.01% among 330,000;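 further: potency means the concentration at half of the fitted maximal effect; plate controls were DMSO wells for no effect and full inhibition by NEM control for full effect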
Target sequence (O75604 whole entry, looked up): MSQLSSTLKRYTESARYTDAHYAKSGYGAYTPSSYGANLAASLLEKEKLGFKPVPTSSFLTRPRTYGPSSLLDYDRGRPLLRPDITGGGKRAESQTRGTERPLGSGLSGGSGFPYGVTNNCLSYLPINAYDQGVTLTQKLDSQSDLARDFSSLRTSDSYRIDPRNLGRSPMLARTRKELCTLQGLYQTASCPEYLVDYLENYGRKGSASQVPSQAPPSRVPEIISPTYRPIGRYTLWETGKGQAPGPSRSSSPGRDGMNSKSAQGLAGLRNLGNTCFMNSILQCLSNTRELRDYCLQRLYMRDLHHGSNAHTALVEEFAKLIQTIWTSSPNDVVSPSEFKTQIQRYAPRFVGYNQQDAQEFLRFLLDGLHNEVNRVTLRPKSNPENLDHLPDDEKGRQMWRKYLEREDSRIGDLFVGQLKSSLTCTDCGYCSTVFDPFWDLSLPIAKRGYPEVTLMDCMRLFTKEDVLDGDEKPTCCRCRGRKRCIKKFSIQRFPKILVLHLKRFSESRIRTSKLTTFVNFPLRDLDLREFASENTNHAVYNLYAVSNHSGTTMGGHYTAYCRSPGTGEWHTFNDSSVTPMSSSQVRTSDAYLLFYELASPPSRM
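USP2 core (10nM final) preincubated 30min RT with compound in 20mM Tris-HCl pH 8.0, 2mM CaCl2, 2mM beta-mercaptoethanol, 0.05% CHAPS; 25nM Ub-CHOP2 plus 25nM reporter substrate added, fluorescence (Ex485/Em531) read after 60min.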
Mito fusion act: mitochondrial division inhibition or fusion activation | S. cerevisiae fusion-defective mutant growth rescue, CellTiterGlo 48 h | Potency, µM (highest dose often 46.1 µM), inactives show top-dose growth rescue (activation), usual class: activators | hit rate 0.23% among 320,000;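 further: potency means the concentration at half of the fitted maximal effect; % of control where 0% means no effect; nearly all actives have a fitted effect of over 45% in size; temperature-sensitive fusion mutants such as fzo1-1 at 37 °C on non-fermentable ethanol glycerol medium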
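S. cerevisiae fusion-defective temperature-sensitive mutants (e.g. fzo1-1, mgm1-5) grown 48 h at 37C in YPEG (ethanol/glycerol non-fermentable) medium with 23 nl compound per well; growth rescue read as CellTiterGlo luminescence.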
PKM2 act: PKM2 (human) enzyme activation; AID 1631; hit rate 0.34% among 260,000; purified PKM2, Kinase-Glo ATP luminescence, activation; response scale: 0% is enzyme alone, no compound; Potency, µM (titrated, usually from 57.5 µM), for inactives: at the highest dose activation, usual class: activators; further: potency means the concentration at half of the fitted maximal effect; on the % scale 0 is the no-effect control and ±100 the full control effect; nearly all actives have a fitted effect of over 55% in size
Target sequence (P14618 whole entry, looked up): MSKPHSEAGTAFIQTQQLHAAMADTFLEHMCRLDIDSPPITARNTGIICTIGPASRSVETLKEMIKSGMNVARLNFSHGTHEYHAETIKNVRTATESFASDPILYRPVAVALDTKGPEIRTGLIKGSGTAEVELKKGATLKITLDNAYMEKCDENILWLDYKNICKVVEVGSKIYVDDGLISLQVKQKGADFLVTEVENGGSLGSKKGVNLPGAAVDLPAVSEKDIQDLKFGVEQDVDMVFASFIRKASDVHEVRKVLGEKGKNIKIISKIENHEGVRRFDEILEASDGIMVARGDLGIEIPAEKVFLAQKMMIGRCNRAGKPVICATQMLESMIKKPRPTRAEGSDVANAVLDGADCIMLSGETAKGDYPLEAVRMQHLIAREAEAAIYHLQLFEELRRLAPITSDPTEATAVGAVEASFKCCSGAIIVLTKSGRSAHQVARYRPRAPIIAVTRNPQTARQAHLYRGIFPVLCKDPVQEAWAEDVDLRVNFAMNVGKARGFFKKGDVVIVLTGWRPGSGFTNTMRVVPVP
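Purified hPK-M2 (>95% pure) converted ADP (0.1 mM final) to ATP with 0.5 mM PEP in 50 mM imidazole pH7.2, KCl, MgCl2, Tween 20, BSA; 1 h at room temperature. ATP detected by Kinase-Glo luminescence.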
BCR signal inh: inhibitors of chronic active B-cell receptor signaling; hit rate 0.05% among 340,000; ABC-DLBCL IkBa-CBG/CBR reporter, luminescence ratio, 4 h; Potency, µM (series often up to 46.1 µM), for the others: top-dose ratio change, negative = lower green/red ratio, hits mostly inhibitors; active means well fitted inhibition curve with a large enough effect in the signal ratio, with a control signal flat, not every such curve was filed as active; inconclusive means small, poorly fitted or top-dose-only effect, or effect the other way, or a change in a side signal; the % refers to the signal ratio;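 further: potency means the concentration at half of the fitted maximal effect; plate controls were basal doxycycline-induced cells for no effect and cells given 10 µM MG132 for full effect; MG132 reads +100%, hits lower the ratio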
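Doxycycline induced both beetle luciferases in TMD8 lymphoma cells; IKK-driven degradation limits the IkappaBalpha-fused green signal, while red luminescence normalises for cell number and nonspecific effects. Compounds tested up to 46 uM, 4 hrs.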
Active calls of the source: *; u = inconclusive; x = not tested or not shown; & = joins results of further samples; [ ] = another dose, or the depositor's remark. Unless noted, the call rests on the fitted dose curve; in most records, active means well fitted curve in the direction sought with a large enough effect; inconclusive means small, poorly fitted or top-dose-only effect, or another doubt; inactive means no such curve, though single readings can be large; an effect the other way counts as inactive or inconclusive.

SMILES	hERG WT inh	Eya2 inh	Menin-MLL TR inh	GALK inhibitor	TSHR antagonist	MBNL1 CUG block	ASM inhibitor	USP2a inh	Mito fusion act	PKM2 act	BCR signal inh
COC(=O)c1cc2sc(Cl)cc2n1CC(=O)NCCC(C)C	1.6	-1.4%	x	0.9%	3.7	9.9%	-0.7%	2.8%	1.4%	-4.8%	u
CCS(=O)(=O)NC(C)C(c1cccs1)N1CCN(c2ccc(F)cc2)CC1 (configuration not stated)	5.5	3.5%	-4.1%	0.7%	-7.0	u	-0.7%	0.6%	5.7%	3.0%	-0.1%
COC(=O)CCn1nc(-c2ccc(C)cc2)c2ccccc2c1=O	-7.0	-9.8%	u	11.4%	-1.7	-1.3%	-1.9%	-0.4%	24.0%	1.8%	6.4%
COC(=O)c1sc2nc3c(c(-c4cccs4)c2c1N)CCCC3	-15.6	-12.6%	-12.2%	x	-6.0	17.0%[11.5 µM]	102.8%[activator]	0.5%	8.5%	-2.2%	10.6%
Nc1ccn([C@H]2CC[C@@H](CO)O2)c(=O)n1	2.6	0.7%&-19.3%&6.0%	2.9%[24.8 µM]	-1.2%&-2.1%	-3.3&12.1&1.6	-5.0%&-9.2%	5.1%	0.0%&-0.4%	-8.5%&3.4%&7.3%	-5.5%&-2.0%	0.7%&4.8%
Cc1ccc(-c2nc3ncccc3o2)cc1NC(=O)c1ccc([N+](=O)[O-])o1	1.7	-0.4%	13.8%	3.5%	-0.5	u	-5.5%	0.4%	11.5%	1.9%	-12.2%
O=c1c2ccsc2ncn1Cc1cccc(C(F)(F)F)c1	-2.4	21.9%	-2.6%	-3.9%	4.4	-5.1%	-3.2%	-1.4%	1.5%	-1.8%	u
COc1ccc(-c2csc(/C(C#N)=C/Nc3cc4oc5ccccc5c4cc3OC)n2)cc1	-8.3	-2.9%	16.1%	9.1%	8.6	3.0%	7.7%	-0.4%	-3.3%	-2.3%	1.6%
O=C(COC(=O)CSc1ccc([N+](=O)[O-])cc1)NCc1ccco1	25.5	19.8%	x	x	-4.2	x	-1.9%	0.0%	-4.3%	x	-11.4%
COc1ccc(C(=O)O)cc1S(=O)(=O)Nc1cccc(C(F)(F)F)c1	-0.4	-2.4%	-1.0%	-3.2%	-7.0	8.5%	5.8%	-0.9%	-3.0%	-2.4%	u
C#CCOCCOCCOCCNc1nc(N2CCN(C(=O)CCCCCCCCCCNC(=O)[C@H](CCCCN)n3cc(C)nn3)CC2)nc(N2CCN(C(=O)CCCCCCCCCCNC(=O)[C@H](CCCN=C(N)N)n3cc(C[C@@H](C)CC)nn3)CC2)n1	-1.0	22.4µM*	x	x	u	x	u	11.2µM*	7.0%	x	u
CCn1c(=O)cc(SCC(=O)Nc2ccc(OC)c(OC)c2)c2ccccc21	0.3	-7.3%	-1.8%	0.0%	-6.7	1.6%	-5.3%	-2.6%	-0.2%	0.6%	u
Cc1ccc(/C=N/NC(=O)c2ccccc2OCc2cccc(Br)c2)o1	-15.8	-3.6%	-2.9%	-1.4%	-9.0	14.6%	-11.0%	8.4%	-3.8%	7.0%	u
CCn1c(NCc2ccc(OC)cc2)nc2ccccc21	15.4	8.6%	-17.9%	2.4%	1.6	-7.4%	0.3%	0.8%	-7.0%&-4.5%	-1.4%	0.8%&8.6%
N#Cc1ccc(NC(=O)CSc2cn[nH]n2)cc1	-0.5	u	8.4%	19.5%	-3.0	-5.6%	-3.7%	0.8%	-9.0%	-4.1%	1.3%
CC(=O)N1CCC2(CC1)CC(=O)c1cc(OCC(=O)N3CCCC3)ccc1O2	-9.9	8.6%	5.5%	8.1%	-7.8	27.5%	x	-1.3%	-3.0%	0.1%	10.5%
O=C(NN1C(=O)c2ccccc2C1=O)c1ccncc1	9.6	-1.6%	0.5%	0.4%	-3.1	6.0%	4.9%	2.5%	3.3%	x	-0.5%
O=C(Nc1nc2nc(-c3ccccc3)cc(-c3ccccc3)n2n1)c1ccco1	-3.4	-34.9%	24.3%	-3.4%	-11.6	u	46.8%[activator]	-0.2%	u	8.3%	8.1%
O=C(CCC(=O)N/N=C/c1c[nH]c2ccccc12)NCc1ccccc1	1.3	-0.8%	9.5%	x	4.3	-6.8%[11.5 µM]	5.8%	0.7%	-10.4%	3.9%	-2.6%
O=c1[nH]c(-c2ccccc2Cl)nc2c1sc(=S)n2-c1ccccc1	-3.9	-5.4%	u	0.3%	-2.1	0.1%	-3.3%	2.1%	8.4%	0.2%	0.5%
CC1CN(c2cc(=O)n(-c3ccc(Cl)cc3)c(=O)[nH]2)CC(C)O1 (configuration not stated)	9.8	-18.8%	6.5%	7.9%	1.8	-6.3%	0.0%	3.2%	-2.3%	5.3%	-0.1%
C/C=C/COc1nc2c(c(=O)n(C)c(=O)n2C)n1C	-2.3	6.1%	-4.6%	1.4%	-6.0	6.1%	-2.1%	-0.3%	0.5%	-0.6%	21.9%
CCC(CO)n1c(SCc2cc(=O)oc3cc(C)ccc23)nc2ccccc2c1=O (configuration not stated)	6.8	-16.6%	x	0.1%	2.1	0.4%	-4.4%	-0.5%	-1.2%	1.3%	u
CC(=O)OC(C(=O)NC1CCCCC1)c1ccc(Cl)c(Cl)c1 (configuration not stated)	-4.3	-2.6%	-6.9%	4.4%	15.2	-7.9%	6.2%	1.7%	10.5%	0.4%	-4.5%
CCC(NC(=O)c1cccc(Cn2cc([N+](=O)[O-])cn2)c1)c1ccc(C(C)C)cc1 (configuration not stated)	52.7	-18.8%	14.2%	-0.3%	-2.9	5.9%	9.7%	1.3%	0.1%	-9.8%	u
SMILES	hERG WT inh	Eya2 inh	Menin-MLL TR inh	GALK inhibitor	TSHR antagonist	MBNL1 CUG block	ASM inhibitor	USP2a inh	Mito fusion act	PKM2 act	BCR signal inh
Cc1ccc(CNC(=O)CCn2ccc3cc(S(=O)(=O)N4CCCC4)ccc32)cc1	-9.6	3.8%	0.2%	-7.5%	-2.3	0.3%	-3.6%	1.6%	-1.3%	x	-6.0%
O=C(NC1=NCCS1)c1cccc(NC(=O)c2ccco2)c1	2.9	8.7%	2.3%	3.1%	1.5	3.6%	1.8%	1.5%	-3.7%	-6.4%	-11.3%
COc1ccc(OC)c(S(=O)(=O)Nc2c(F)cccc2F)c1	2.4	3.2%	-0.6%	-0.4%	20.5	-7.8%	6.1%	0.3%	-3.1%	-18.6%	5.7%
O=C(CNS(=O)(=O)c1ccccc1)N1CCCC1	0.6	2.6%	-11.0%	0.3%	-3.2	-1.2%	-1.4%	1.7%	-1.2%	4.7%	u
Cc1ccc(C)c(-c2cc(C(=O)N/N=C/c3cccnc3)c3ccccc3n2)c1	-2.9	-4.3%	x	-6.8%	4.5	22.8%	-2.7%	-1.8%	1.4%	5.4%	-7.8%
COc1ccc(-n2c(SCC(=O)Nc3ccccc3)nnc2-c2ccc(NS(=O)(=O)c3ccc(C)cc3)cc2)cc1	-42.7	-9.4%	-23.0%	3.5%	0.7	58.7%[activator]	2.8%	4.3%	2.6%	11.8%	11.8%
Cc1ccc(C2(c3ccccc3)NC(=O)N(CC(=O)NC3CCCCC3)C2=O)cc1C (configuration not stated)	3.8	-30.2%	x	x	-2.0	x	-6.5%	-0.3%	-1.7%	x	6.3%
COCCN(CCOC)Cc1c(C)[nH]c2c(C)c(C)ccc2c1=O	-2.8	18.4%	-2.0%	3.6%	-29.9	-0.6%	7.8%	-5.1%	-4.7%	-2.1%	1.2%
CN(C)c1ccc(CNC(=O)CCS(=O)(=O)c2ccc3c(c2)n(C)c(=O)c(=O)n3C)cc1	-4.0	18.7%	-3.1%	x	-4.7	-1.6%	-1.9%	1.6%	-0.2%	-6.3%	8.1%
c1ccc(NC2=NCCN2CC2CCCC2)cc1	-3.5	2.7%	5.3%	x	4.2	-8.6%	-1.5%	1.8%	-1.8%	-3.5%	-12.4%
CCN(CC)S(=O)(=O)c1ccc2[nH]cc(C(=O)NC3CC3)c(=O)c2c1	3.3	u	-29.0%	-1.8%	-11.3	-1.0%	1.8%	-3.5%	10.8%	x	10.1%
CCOC(=O)c1c[nH]c2ccc3ccccc3c2c1=O	-12.2	8.8%	-0.4%	-4.4%	-16.7	-0.8%	-1.6%	-0.6%	3.3%	-0.7%[11.5 µM]	9.9%

A portion of the library; rates above refer to the full screens.
